Compound activity deposited in PubChem BioAssay by several laboratories.
CCHF vOTU inh: CCHFV vOTU protease inhibitors, primary screen, biochemical, Pep-AMC substrate, fluorescence. Crimean-Congo hemorrhagic fever virus L polyprotein viral ovarian tumor (vOTU) protease …. inhibition, % at 11.5 µM. actives 0.55% (n = 370,000); in the data active means inhibition above about 30%; further: 0% = vehicle wells with enzyme and 100% = no enzyme wells
PrPC TRFRET: inhibitors of human cell surface prion protein PrPC, primary screen, cell-based, TR-FRET | TR-FRET read-out | inhibition, % at 13.8 µM | actives 0.43% (n = 370,000) | Major prion protein (Homo sapiens), P04156 | AID 720596, 2013; in the data active means inhibition above about 24%; further: 0% = median of the test wells and 100% = reference compound wells
BoNT-A LC inh2: BoNT/A light chain protease inhibitors, primary screen, biochemical, flow cytometry, MLPCN library; actives 0.17% (n = 360,000); multiplex microsphere protease substrate cleavage; Botulinum neurotoxin type A light chain protease (Clostridium botulinum A str. ATCC 3502); inhibition, % at 10 µM; AID 588499, 2011; further: plate controls were buffer without enzyme for full effect and enzyme alone for no effect
DUSP3 inh: VHR1 phosphatase inhibitors, primary screen, biochemical, absorbance, uHTS; AID 1654, 2009; recombinant VHR phosphatase, pNPP absorbance; actives 0.52% (n = 290,000); Dual specificity protein phosphatase 3 (Homo sapiens), P51452; inhibition, % at 13.3 µM; in the data active means inhibition above about 50%; further: some compounds called inactive have numbers as strong as hits
Target sequence (P51452 whole entry, looked up): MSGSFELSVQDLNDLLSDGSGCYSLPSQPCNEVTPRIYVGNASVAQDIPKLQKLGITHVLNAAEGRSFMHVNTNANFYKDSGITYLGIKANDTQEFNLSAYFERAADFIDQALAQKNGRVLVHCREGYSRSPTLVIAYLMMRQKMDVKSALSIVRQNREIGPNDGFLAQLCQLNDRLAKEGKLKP
Rv3671c inh: Rv3671c serine protease inhibitors, primary screen, biochemical, fluorescence polarization, M. tuberculosis H37Rv; inhibition, % at 5.96 µM; actives 0.048% (n = 320,000); AID 2606, 2010; P9WHR9; in the data active means inhibition above about 38%;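 further: extracellular domain of Rv3671c used as enzyme; 0% = enzyme with DMSO and 100% = no enzyme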
Target sequence (P9WHR9 whole entry, looked up, the tested form may be a part): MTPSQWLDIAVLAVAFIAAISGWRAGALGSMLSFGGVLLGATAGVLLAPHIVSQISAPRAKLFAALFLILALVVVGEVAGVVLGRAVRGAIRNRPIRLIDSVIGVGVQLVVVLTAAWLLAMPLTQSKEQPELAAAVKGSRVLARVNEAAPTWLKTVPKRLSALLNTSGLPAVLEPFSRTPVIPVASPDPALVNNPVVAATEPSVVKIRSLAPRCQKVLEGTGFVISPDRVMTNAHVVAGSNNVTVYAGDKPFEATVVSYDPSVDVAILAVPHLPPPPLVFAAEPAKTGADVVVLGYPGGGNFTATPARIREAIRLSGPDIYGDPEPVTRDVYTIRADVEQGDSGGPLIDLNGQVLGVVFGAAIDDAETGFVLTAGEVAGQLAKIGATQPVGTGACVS
3CLpro inhibitor: SARS-CoV 3CLpro protease inhibitors, primary screen, biochemical, quenched FRET. Replicase polyprotein 1ab (Severe acute respiratory syndrome coronavirus), P0C6X7. recombinant SARS-CoV 3CLpro, quenched FRET peptide cleavage. inhibition, % at 6 µM. actives 0.14% (n = 290,000). AID 1706, 2009; in the data active means inhibition above about 12%
MazEF act: activators of E. coli MazEF toxin-antitoxin RNase, primary screen, biochemical, fluorescence, uHTS; actives 0.32% (n = 350,000); FAM/BHQ RNA-DNA oligo cleavage fluorescence, 5 h; activation, % at 20 µM; in the data active means activation above about 50%
Target sequence (P0AE70 whole entry, looked up): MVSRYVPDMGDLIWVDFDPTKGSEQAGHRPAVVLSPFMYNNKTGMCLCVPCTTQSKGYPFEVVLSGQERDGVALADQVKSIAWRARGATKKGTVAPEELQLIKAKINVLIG
BoNT F protease: BoNT/F light chain protease inhibitors, primary screen, biochemical, flow cytometry, MLPCN library; Botulinum neurotoxin type F light chain protease (Clostridium botulinum); Multiplex microsphere protease cleavage assay; inhibition, % at 10 µM; actives 0.22% (n = 360,000); AID 588497, 2011; in the data active means inhibition above about 35%, passing the limit was not always enough; inconclusive means no clear call, values can overlap the other calls; further: plate controls were buffer without enzyme for full effect and enzyme alone for no effect
SSB-PriA inh: inhibitors of Klebsiella pneumoniae PriA binding to SSB C-terminal tail, primary screen, biochemical, AlphaScreen; inhibition, % at 33 µM; AlphaScreen SSBct-PriA binding, biotinylated peptide; actives 0.6% (n = 430,000); PriA–SSB C-terminal tail interaction (Klebsiella pneumoniae); in the data active means inhibition mostly above about 37%, no sharp cut-off; inactive means mostly below about 20%;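 further: plate controls were negative control peptide for no effect and reference peptide for full effect; strong numbers were not always called active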
Anthrax LF prot: Bacillus anthracis LF protease inhibitors, primary screen, biochemical, multiplex microsphere, MLPCN library | Lethal factor (Bacillus anthracis), P15917 | multiplex microsphere protease cleavage assay | AID 588501, 2011 | actives 0.12% (n = 360,000) | inhibition, % at 10 µM; further: plate controls were buffer without enzyme for full effect and enzyme alone for no effect
Starred values were filed as active, the others as inactive. Unless noted, no stated cut-off is given here; in the data, active means inhibition above about 30%; inconclusive means no clear call, values can overlap the other calls; inactive means below that. The list is partial; the hit share may differ from the screen's.

Results for CCOc1ccc2c(c1)c1nc3ccccc3nc1n2C ?
CCHF vOTU inh: 10; PrPC TRFRET: -1; BoNT-A LC inh2: 9.2; DUSP3 inh: 17; 3CLpro inhibitor: 2; MazEF act: 98*; BoNT F protease: 27; SSB-PriA inh: -7; Anthrax LF prot: 20

Results for CC(C)(C)c1nc2c(Br)cc(Br)cc2c(=O)o1 ?
CCHF vOTU inh: -19; PrPC TRFRET: 0; BoNT-A LC inh2: -0.2; DUSP3 inh: 8; Rv3671c inh: 5; 3CLpro inhibitor: 3; MazEF act: -2; BoNT F protease: 6; SSB-PriA inh: 5; Anthrax LF prot: 2

Results for CCOc1ccc(N=Nc2c(=O)[nH]n3c(=O)cc(C)[nH]c23)cc1 ?
CCHF vOTU inh: 36*; PrPC TRFRET: -49; BoNT-A LC inh2: -0.4; DUSP3 inh: 33; Rv3671c inh: -4; 3CLpro inhibitor: 3; MazEF act: 2; BoNT F protease: 1; SSB-PriA inh: -3; Anthrax LF prot: 0

How did O=C(Nc1ccccn1)c1ccccc1 do in these assays?
CCHF vOTU inh: -13; PrPC TRFRET: -3; BoNT-A LC inh2: -0.1; MazEF act: 9; BoNT F protease: 6; SSB-PriA inh: -10; Anthrax LF prot: 3

How did CCOc1ccc(CNC(=O)C2CCCN(S(=O)(=O)N3CC(C)CC(C)C3)C2)cc1OC (configuration not stated) do in these assays?
CCHF vOTU inh: 20; PrPC TRFRET: 5; BoNT-A LC inh2: -0.7; DUSP3 inh: 2; Rv3671c inh: -4; 3CLpro inhibitor: -1; MazEF act: -1; BoNT F protease: -2; SSB-PriA inh: 3; Anthrax LF prot: -3

Results for CCC(=O)Nc1ccccc1Sc1ncnc2scc(-c3ccccc3)c12 ?
CCHF vOTU inh: -2; PrPC TRFRET: 1; BoNT-A LC inh2: -1.0; DUSP3 inh: 2; Rv3671c inh: 3; 3CLpro inhibitor: 2; MazEF act: -6; BoNT F protease: -6; SSB-PriA inh: 0; Anthrax LF prot: 2

What do the screens show for `CC(=O)NC1=NN(C(C)=O)C(c2cccs2)S1` (configuration not stated)?
CCHF vOTU inh: 2; PrPC TRFRET: 2; BoNT-A LC inh2: -0.4; DUSP3 inh: 13; Rv3671c inh: 8; 3CLpro inhibitor: 0; MazEF act: 1; BoNT F protease: 5; SSB-PriA inh: 5; Anthrax LF prot: -8

How did O=C(CN1C(=O)C2CC=CCC2C1=O)OCC(=O)c1ccc(Cl)c([N+](=O)[O-])c1 (configuration not stated) do in these assays?
CCHF vOTU inh: 1; PrPC TRFRET: -13; BoNT-A LC inh2: -2.4; DUSP3 inh: 2; Rv3671c inh: -1; 3CLpro inhibitor: 7; MazEF act: 10; BoNT F protease: -7; SSB-PriA inh: 11; Anthrax LF prot: -4

What do the screens show for `CN1CCN(c2nc(-c3ccccc3)ncc2S(=O)(=O)c2ccccc2)CC1`?
CCHF vOTU inh: -7; PrPC TRFRET: -9; BoNT-A LC inh2: -0.1; DUSP3 inh: 26; Rv3671c inh: 5; 3CLpro inhibitor: 1; MazEF act: 5; BoNT F protease: 2; SSB-PriA inh: 8; Anthrax LF prot: 0

Results for Cc1ccc(CSCC(=O)N2CCN(Cc3ccc4c(c3)OCO4)CC2)cc1 ?
CCHF vOTU inh: 10; PrPC TRFRET: -2; BoNT-A LC inh2: 1.6; DUSP3 inh: -5; Rv3671c inh: 0; 3CLpro inhibitor: -3; MazEF act: -13; BoNT F protease: 0; SSB-PriA inh: -6; Anthrax LF prot: 1

How did Cc1ccc(C(=O)Nc2nc(=O)n(C(=O)c3ccccc3Cl)s2)cc1 do in these assays?
CCHF vOTU inh: 11; PrPC TRFRET: -1; BoNT-A LC inh2: 1.0; DUSP3 inh: 20; 3CLpro inhibitor: -2; MazEF act: -3; BoNT F protease: 13; SSB-PriA inh: -3; Anthrax LF prot: 4

Results for CC(C)CC(=O)N(c1ccc(F)cc1)C1C=CS(=O)(=O)C1 (configuration not stated) ?
CCHF vOTU inh: 9; PrPC TRFRET: 3; BoNT-A LC inh2: -1.1; DUSP3 inh: 10; Rv3671c inh: 3; 3CLpro inhibitor: -1; MazEF act: 3; BoNT F protease: 0; SSB-PriA inh: -6; Anthrax LF prot: -4

How did CCc1cccc2c(C#N)cn(CC(=O)NCCOC)c12 do in these assays?
CCHF vOTU inh: -3; PrPC TRFRET: -4; BoNT-A LC inh2: 1.7; DUSP3 inh: 29; Rv3671c inh: 18; 3CLpro inhibitor: -7; MazEF act: 0; BoNT F protease: -5; SSB-PriA inh: -16; Anthrax LF prot: 0

How did Cn1nnc2cc(C(=O)NCCC3=CCCCC3)ccc21 do in these assays?
CCHF vOTU inh: 11; PrPC TRFRET: 0; BoNT-A LC inh2: 1.3; DUSP3 inh: 11; Rv3671c inh: -4; 3CLpro inhibitor: 2; MazEF act: 1; BoNT F protease: inconclusive; SSB-PriA inh: -24; Anthrax LF prot: -1

What do the screens show for `CCCCn1c(NC(=O)c2ccc(Br)o2)c(C(=O)OCC)c2nc3ccccc3nc21`?
CCHF vOTU inh: -65; PrPC TRFRET: -1; BoNT-A LC inh2: 13; DUSP3 inh: 39; Rv3671c inh: -256; 3CLpro inhibitor: 3; MazEF act: 80*; BoNT F protease: 0; SSB-PriA inh: 1; Anthrax LF prot: 3

What do the screens show for `Cc1cc(NC(=O)CN2C(=O)NC3(CCCCCC3)C2=O)no1`?
CCHF vOTU inh: -8; PrPC TRFRET: 5; BoNT-A LC inh2: -1.4; DUSP3 inh: 11; Rv3671c inh: -16; 3CLpro inhibitor: -9; MazEF act: -4; BoNT F protease: -5; SSB-PriA inh: -8; Anthrax LF prot: -8

What do the screens show for `O=C(CN1C(=O)C2C3CC(C(Br)C3Br)C2C1=O)OCC(=O)c1cccc([N+](=O)[O-])c1` (configuration not stated)?
CCHF vOTU inh: -13; PrPC TRFRET: -3; BoNT-A LC inh2: 0.3; DUSP3 inh: 4; Rv3671c inh: 3; 3CLpro inhibitor: -1; MazEF act: 8; BoNT F protease: 0; SSB-PriA inh: -6; Anthrax LF prot: -4

What do the screens show for `Cc1cccc2c(=O)cc(C)n(CC(=O)N3CCCCC3)c12`?
CCHF vOTU inh: -1; PrPC TRFRET: 3; BoNT-A LC inh2: 0.7; DUSP3 inh: 22; Rv3671c inh: 4; 3CLpro inhibitor: 0; MazEF act: -2; BoNT F protease: 1; SSB-PriA inh: 1; Anthrax LF prot: 1

What do the screens show for `CCCC(=O)Nc1nnc(CC(=O)N2CCCC2)s1`?
CCHF vOTU inh: 13; PrPC TRFRET: 6; BoNT-A LC inh2: -0.3; DUSP3 inh: -18; Rv3671c inh: 5; 3CLpro inhibitor: -5; MazEF act: 1; BoNT F protease: -15; SSB-PriA inh: -15; Anthrax LF prot: -1

What do the screens show for `Cc1ccc(S(=O)(=O)Nc2ccccc2C(=O)OC(C)C(=O)Nc2ccc3ccccc3c2)cc1[N+](=O)[O-]` (configuration not stated)?
CCHF vOTU inh: 4; PrPC TRFRET: 3; BoNT-A LC inh2: -0.3; DUSP3 inh: -4; Rv3671c inh: -41; 3CLpro inhibitor: 5; MazEF act: -1; BoNT F protease: 2; SSB-PriA inh: -12; Anthrax LF prot: -1

In the list so far, these contain two or more sulfur atoms:
Results for CCC(=O)Nc1ccccc1Sc1ncnc2scc(-c3ccccc3)c12 ?
CCHF vOTU inh: -2; PrPC TRFRET: 1; BoNT-A LC inh2: -1.0; DUSP3 inh: 2; Rv3671c inh: 3; 3CLpro inhibitor: 2; MazEF act: -6; BoNT F protease: -6; SSB-PriA inh: 0; Anthrax LF prot: 2

What do the screens show for `CC(=O)NC1=NN(C(C)=O)C(c2cccs2)S1` (configuration not stated)?
CCHF vOTU inh: 2; PrPC TRFRET: 2; BoNT-A LC inh2: -0.4; DUSP3 inh: 13; Rv3671c inh: 8; 3CLpro inhibitor: 0; MazEF act: 1; BoNT F protease: 5; SSB-PriA inh: 5; Anthrax LF prot: -8

Next entries follow:
Results for O=c1c2ccccc2nc2n1C(CBr)CS2 (configuration not stated) ?
CCHF vOTU inh: 2; PrPC TRFRET: 6; BoNT-A LC inh2: -0.6; DUSP3 inh: 17; Rv3671c inh: 1; 3CLpro inhibitor: 3; MazEF act: 4; BoNT F protease: 4; SSB-PriA inh: -1; Anthrax LF prot: 7

Results for O=C(Cc1ccccc1)N1CCN(S(=O)(=O)c2cccc([N+](=O)[O-])c2)CC1 ?
CCHF vOTU inh: 10; PrPC TRFRET: -6; BoNT-A LC inh2: -0.4; DUSP3 inh: -1; Rv3671c inh: -7; 3CLpro inhibitor: 1; MazEF act: 0; BoNT F protease: -6; SSB-PriA inh: -6; Anthrax LF prot: -3

Results for Cc1ccc(S(=O)(=O)NC2=NCN(CCc3ccccc3)CN2)cc1 ?
CCHF vOTU inh: 11; PrPC TRFRET: -3; BoNT-A LC inh2: 0.3; DUSP3 inh: 3; Rv3671c inh: 2; 3CLpro inhibitor: 2; MazEF act: 10; BoNT F protease: 3; SSB-PriA inh: -8; Anthrax LF prot: 1

Results for COc1cc(/C=N/NC(=O)c2cc(C3CC3)[nH]n2)ccc1O ?
CCHF vOTU inh: 20; PrPC TRFRET: -2; BoNT-A LC inh2: 0.1; DUSP3 inh: 4; Rv3671c inh: -4; 3CLpro inhibitor: 2; MazEF act: 5; BoNT F protease: 0; Anthrax LF prot: 0

Results for O=C(Nc1ccc2c(c1)OCCO2)C(CCc1ccccc1)N1CCC(Cc2ccccc2)CC1 (configuration not stated) ?
CCHF vOTU inh: 0; PrPC TRFRET: 2; BoNT-A LC inh2: 0.1; BoNT F protease: -6; Anthrax LF prot: 2

Results for O=[N+]([O-])c1ccc(Nc2nc(Cl)nc(NCCO)n2)cc1 ?
CCHF vOTU inh: -7; PrPC TRFRET: -11; BoNT-A LC inh2: 0.1; DUSP3 inh: 17; Rv3671c inh: -8; 3CLpro inhibitor: 0; MazEF act: 5; BoNT F protease: 0; SSB-PriA inh: 5; Anthrax LF prot: -2

How did Cn1cc(Cc2ccc(C(=O)N3CCN(Cc4ccccc4)CC3)cn2)c2ccccc21 do in these assays?
CCHF vOTU inh: 8; PrPC TRFRET: 1; BoNT-A LC inh2: 0.7; BoNT F protease: -1; Anthrax LF prot: -8

Results for O=C(NCC(c1cccnc1)N1CCN(c2ccccc2F)CC1)C1CCCCC1 (configuration not stated) ?
CCHF vOTU inh: 13; PrPC TRFRET: 2; BoNT-A LC inh2: 1.4; DUSP3 inh: 21; Rv3671c inh: 10; 3CLpro inhibitor: -2; MazEF act: 1; BoNT F protease: -4; SSB-PriA inh: -9; Anthrax LF prot: -5

Results for CC(Cc1ccccc1)Nc1ncnc2c1ncn2C1OC(CO)C(O)C1O (configuration not stated) ?
CCHF vOTU inh: 0; PrPC TRFRET: 2; BoNT-A LC inh2: 0.4; Rv3671c inh: -5; MazEF act: 4; BoNT F protease: -4; SSB-PriA inh: -12; Anthrax LF prot: 8

How did CC(C)N(c1ccccc1)c1ccc(NC(=O)[C@@H]2O[C@H](CO)[C@H](O)[C@H](O)[C@H]2O)cc1 do in these assays?
CCHF vOTU inh: 1; PrPC TRFRET: 9; BoNT-A LC inh2: 0.2; BoNT F protease: -3; Anthrax LF prot: -6
